Bioassay records: PubChem, several laboratories
DYRK1A inh – inhibitors of rat Dyrk1A kinase; Q63470; ADP-Glo luminescence, NFATc1 peptide; inhibition, % at 12.5 µM; 310,000 compounds, 0.43% hits; AID 504441; in the data active = inhibition above about 50%;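 also: plate controls were vehicle with enzyme for no effect and no enzyme for full effect; many of its hits are not listed in these tables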
IEC-6 tox – kills IEC-6 intestinal cells in KLF5 counter-screen; IEC-6 cytotoxicity, luminescence viability; inhibition, % at 5 µM; 290,000 compounds, 0.78% hits; in the data active = inhibition above about 22%;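 also: 0% = plate median of test compound wells and 100% = cytotoxic reference compound wells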
KLF5 inh – suppresses KLF5 promoter-driven expression | DLD-1 KLF5 promoter-luciferase reporter, luminescence | inhibition, % at 5 µM | AID 1700 | 290,000 compounds, 0.23% hits;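 active = inhibition above a per-plate limit of that plate's mean compound inhibition plus 3 SD, cut at about 60% in these data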;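 also: 0% = DMSO wells and 100% = LY294002 at 200 µM; higher means less KLF5 promoter-driven luciferase light; inactives centre near -14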
HSP90 refold inh – HSP90 refolding inhibition in rabbit reticulocyte lysate | luciferase refolding luminescence, 3 h | inhibition, % at 5.6 µM | 290,000 compounds, 0.91% hits;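 active = inhibition above the screen-wide mean plus 3 SD, computed separately per campaign, cut at about 16% in these data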;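 also: 0% = DMSO wells and 100% = 60 µM geldanamycin wells; inhibitors lower the luminescence because luciferase stays unfolded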
HSF1 inh – HSF1 inhibition; NIH3T3-HGL HSE-luciferase, MG132-induced, luminescence 8 h; stronger effect = lower value; activity change, negative = inhibition, % at 7.5 µM (by protocol); 300,000 compounds, 0.77% hits;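 active = more than half of replicate wells show activity change below -50%, luminescence cut by over half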;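 also: luciferase reports HSF-1 transcriptional activity via heat shock element; 0% = median of DMSO wells and -100% = zero luminescence signal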
GSK3A inh – human GSK-3 alpha kinase inhibition. ADP-Glo luminescence, 60 min. inhibition, % at 10 µM. 320,000 compounds, 0.1% hits;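 in the data active = inhibition above about 50%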;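 also: GST-tagged GSK-3 alpha with peptide substrate and 25 µM ATP; 0% = DMSO neutral wells and 100% = GW8510 positive control wells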
Target sequence (P49840 whole entry, looked up): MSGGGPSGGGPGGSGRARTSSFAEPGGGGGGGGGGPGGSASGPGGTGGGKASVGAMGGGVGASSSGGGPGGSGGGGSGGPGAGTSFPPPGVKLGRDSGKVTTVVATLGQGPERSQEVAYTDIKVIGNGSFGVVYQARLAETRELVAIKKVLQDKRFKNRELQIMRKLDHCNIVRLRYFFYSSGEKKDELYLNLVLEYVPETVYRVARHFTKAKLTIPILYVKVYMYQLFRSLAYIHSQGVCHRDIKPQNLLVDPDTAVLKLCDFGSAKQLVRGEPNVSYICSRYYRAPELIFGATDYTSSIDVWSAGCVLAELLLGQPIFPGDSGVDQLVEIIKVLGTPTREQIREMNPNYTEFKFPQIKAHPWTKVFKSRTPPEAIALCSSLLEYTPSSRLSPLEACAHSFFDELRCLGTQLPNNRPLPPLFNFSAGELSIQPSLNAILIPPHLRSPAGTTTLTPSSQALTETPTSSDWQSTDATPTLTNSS
GSK3B inh – blocks human GSK3beta kinase activity; P49841; GST-GSK3beta kinase, ADP-Glo luminescence, 60 min; stronger effect = lower value; activity score (negative = inhibition), % at 10 µM; 300,000 compounds, 0.038% hits; AID 2097;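 active = more than half of replicate wells score below -50%, meaning over 50% inhibition versus plate controls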;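 also: 0% = median DMSO wells and -100% = median GW8510 positive control wells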
Target sequence (P49841 whole entry, looked up): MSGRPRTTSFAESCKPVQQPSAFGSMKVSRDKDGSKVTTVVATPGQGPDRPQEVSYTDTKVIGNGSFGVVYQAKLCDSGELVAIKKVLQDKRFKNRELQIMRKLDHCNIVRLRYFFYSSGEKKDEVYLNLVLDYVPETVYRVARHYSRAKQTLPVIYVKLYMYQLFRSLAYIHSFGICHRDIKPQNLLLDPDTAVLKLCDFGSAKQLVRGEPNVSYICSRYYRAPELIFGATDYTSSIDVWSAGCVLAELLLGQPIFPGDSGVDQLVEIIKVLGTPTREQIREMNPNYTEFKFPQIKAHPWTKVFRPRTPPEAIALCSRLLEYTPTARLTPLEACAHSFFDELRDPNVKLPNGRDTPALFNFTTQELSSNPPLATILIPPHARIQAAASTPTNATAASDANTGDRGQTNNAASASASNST
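test system = GST-tagged human GSK3beta kinase, cell-free | reagent = 25 µM ATP with peptide substrate | dosing = one dose of 10 µM per compound | schedule = 60 min reaction, RT | detection = luminescent ADP-Glo measurement of ADP formed | control set = DMSO neutral wells and GW8510 at 20 µM as positive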
HSF1 activator – increases HSF-1 driven luciferase reporter signal. NIH3T3-HGL HSF-1 luciferase reporter, MG132, 8 h; 100% = twice DMSO control signal. activation, % at 9 µM. 300,000 compounds, 1.7% hits;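 active = mean replicate activation of at least 50% with a set share of replicates each reaching 50%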;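 also: 0% = median of the neutral control wells and 100% = twice that signal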
aSyn 5UTR inh – MLPCN primary screen, SNCA 5' untranslated region | alpha-synuclein 5'UTR reporter, inhibitor activity | inhibition, % (tested at 7.5 µM) | 300,000 compounds, 0.82% hits; in the data active = inhibition above about 60%;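 also: H4 neuroglioblastoma cells stably carrying SNCA 5'UTR luciferase fusion; 0% = DMSO wells and 100% = positive control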
Platelet DG rel – platelet dense granule release activity. human platelet-rich plasma, SFLLRN dense granule ATP release, luminescence. inhibition, %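 (compounds screened at 7.5 µM in platelet-rich plasma)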. AID 1663. 300,000 compounds, 0.22% hits;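 active = mean replicate score, as percent of positive control, at or above 50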
* hit, by the source's call; . = not tested or not shown. This is a subset; rates above refer to the full screens.

SMILES	DYRK1A inh	IEC-6 tox	KLF5 inh	HSP90 refold inh	HSF1 inh	GSK3A inh	GSK3B inh	HSF1 activator	aSyn 5UTR inh	Platelet DG rel
COC(=O)c1sccc1NC(=O)CC1C(=O)NCCN1C(=O)c1ccc(F)cc1 (stereo unspecified)	1	0	1	3	0	0	-1	-5	22	11
COc1ccc(N2CCN(C(=S)Nc3cccc(OC)c3)CC2)cc1	.	2	-19	16	2	10	-4	5	8	1
CCCCOc1cccc(C2/C(=C(\O)c3ccc4c(c3)OCCO4)C(=O)C(=O)N2CCN2CCOCC2)c1 (stereo unspecified)	-6	-1	6	8	-3	-4	3	-3	-11	-4
COc1cccc(/C=N/Nc2nc(Nc3ccccc3)nc(-n3nc(C)cc3C)n2)c1O	-2	12	12	8	-5	0	0	-2	57	-43
CCOC(=O)c1sc(=NC(=O)C2CC2)n(C)c1C	.	-2	-7	0	-1	6	-1	-17	16	-1
COC(=O)c1sccc1NC(=S)OC	2	0	2	0	-7	-1	6	3	-1	7
COc1cccc(C2NC(C)(C(=O)O)C3C(=O)N(C(C)C)C(=O)C23)c1O (stereo unspecified)	3	-8	4	0	-3	-3	0	4	-24	-2
CC12CCC(C(=O)O)(c3nc4cc([N+](=O)[O-])ccc4nc31)C2(C)C (stereo unspecified)	-1	5	12	-3	-5	-1	0	-16	-5	16
c1ccc(C2CNCCc3ccccc32)cc1 (stereo unspecified)	3	7	-28	-3	-1	-2	-3	-13	-11	-1
O=C1CC(NNC(=O)c2cccc(F)c2)C(=O)N1 (stereo unspecified)	-4	2	-1	-1	-3	-2	0	1	2	-4
Cc1ccc(S(=O)(=O)NC(C)C(=O)Nc2ccc(C(N)=O)cc2)cc1 (stereo unspecified)	6	-5	-23	0	0	1	2	14	5	-15
O=C(O)CCN1C(=O)C(=C2CCCCCC2)SC1=S	5	-2	15	1	6	-3	4	16	-33	-1
COc1ccccc1N1CCNC(C)C1=O (stereo unspecified)	-7	-2	-60	0	2	1	2	9	-1	5
CCOC(=O)C(O)(C1C(=O)CC(C)(C)CC1=O)C(F)(F)F (stereo unspecified)	2	-4	-25	-3	-14	-1	-1	-11	6	-2
COC(=O)c1cc(NC(=O)c2cc(C(C)(C)C)nn2Cc2cccc(C)c2)ccc1N1CCOCC1	-10	-4	7	-3	-2	0	2	6	8	-6
Cc1sc2nc(C(C)C)nc(SCC(=O)NCc3ccco3)c2c1C	.	10	11	1	13	0	3	-6	0	-10
COC(=O)c1ccc(NC(=O)NC2CCCCC2)cc1	1	5	-64	3	-47	-3	2	-59	-117	-1
CCN(CC)CCOC(=O)c1c(C)oc2ccc(OC)cc12	-2	2	12	12	-15	13	2	-16	-112	3
Cc1cc(C)nc(Nc2cc([N+](=O)[O-])ccc2C)n1	-1	4	-2	5	-4	-2	-1	1	17	-4
Cc1ccc(C2=NN=C(NC(=O)CSc3nncn3C)SC2)cc1	-2	-9	-37	7	-21	12	-9	-33	-2	32
CSc1nnc(C(C)(C)C)c(=O)n1/N=C/c1ccc(Cl)cc1	-2	-6	-6	2	-2	-1	0	0	-1	6
O=C(C[n+]1ccc(/C=C/c2ccccc2)cc1)c1ccc2c(c1)OCCO2	-15	6	5	5	2	7	-32	13	12	-2
CC1=CC(c2ccccc2)n2nnnc2N1 (stereo unspecified)	-1	-2	15	6	10	-3	2	38	0	4
CC(C)NS(=O)(=O)c1ccc(Oc2ncc(C(F)(F)F)cc2Cl)cc1	-2	-3	1	1	-5	-4	2	-13	-19	-2
C#CCn1cc(/C=N/NC(=O)c2cc3ccccc3o2)c2ccccc21	5	2	-10	-1	-1	1	0	10	-35	8

Individual results from the list.
Entry of CSc1nnc(C(C)(C)C)c(=O)n1/N=C/c1ccc(Cl)cc1 in KLF5 inh: -6
Entry of COC(=O)c1sccc1NC(=S)OC in Platelet DG rel: 7
Entry of COC(=O)c1cc(NC(=O)c2cc(C(C)(C)C)nn2Cc2cccc(C)c2)ccc1N1CCOCC1 in HSP90 refold inh: -3
Entry of Cc1ccc(C2=NN=C(NC(=O)CSc3nncn3C)SC2)cc1 in GSK3B inh: -9
Entry of COC(=O)c1ccc(NC(=O)NC2CCCCC2)cc1 in KLF5 inh: -64

Next part:
SMILES	DYRK1A inh	IEC-6 tox	KLF5 inh	HSP90 refold inh	HSF1 inh	GSK3A inh	GSK3B inh	HSF1 activator	aSyn 5UTR inh	Platelet DG rel
CCOC(=O)N1CCN(c2ncnc3c2[nH]c2ccc(OC)cc23)CC1	49	6	-41	10	-4	0	-1	-13	0	0
O=c1cc(N2CCCCC2)c(-c2ccccc2)nn1Cc1ccccc1Cl	-2	-8	-19	-7	10	0	1	14	-8	10
Cc1ccc2c(c1)c1c(n2CC(O)CNC(CO)(CO)CO)CCCC1 (stereo unspecified)	8	0	-1	0	0	-2	-2	-1	2	-1
COc1ccc(N(CC(=O)NC(C)(C)C)C(=O)CCC(=O)Nc2nccs2)c(OC)c1	-2	-1	-22	4	1	.	-5	1	-19	-22
COc1ccc(C2c3[nH]c4ccccc4c3CCN2Cc2ccoc2)c(F)c1 (stereo unspecified)	-2	3	9	3	7	0	0	5	42	2
CCC1CCCCN1C(=O)CCCOc1ccccc1 (stereo unspecified)	-2	6	-13	37*	-27	-2	-1	-39	-113	-3
COc1ccc(-c2cc(C(=O)Nc3ccc(C)c(C)c3)no2)cc1	2	-1	-62	4	3	-3	4	4	-124	-2
CC(=O)Nc1ccc(NC(=O)CCCCCn2nnc3ccccc3c2=O)cc1	-7	-3	-30	-1	-3	2	-4	22	12	3
O=C(O)c1cccc(NC(=S)N/N=C/c2ccccc2OCc2ccc(Br)cc2)c1	-1	2	-31	-1	8	-7	2	30	-84	-3
Oc1ccc(N=Nc2n[nH]c(-c3ccc(Br)cc3)n2)cc1	-7	2	-15	-2	-3	0	4	-10	-55	4
COc1ccc(N2C(=O)C(CC(=O)Nc3ccc(Cl)cc3)N(NC(=O)c3cccc(F)c3)C2=S)cc1 (stereo unspecified)	-3	-10	6	1	16	0	1	9	-14	2
Cc1cc(-c2nc(C)c(-c3nnc(SCC(=O)Nc4ccc(Cl)cc4)n3C)s2)no1	.	-1	-4	2	9	-8	2	27	3	1
COc1ccc2oc(C(=O)N3CCCc4ccccc43)c(C)c2c1	6	.	.	.	21	0	0	22	-91	3
COC(=O)c1cccc(NS(=O)(=O)c2cccs2)c1C	-4	-8	-45	-3	0	-2	-1	3	5	0
COCCN(C(=O)CSc1n[nH]c(-c2ccccc2)n1)c1c(N)n(Cc2ccccc2)c(=O)[nH]c1=O	-3	.	.	.	1	-1	0	8	-2	-2
Nc1ccc(C(=O)c2cccs2)cc1	6	-1	-2	-1	9	.	1	42	-19	-7
COc1ccc(C2=NOC(C(=O)NCc3cccs3)C2)cc1OC (stereo unspecified)	.	52*	41	0	1	-1	-2	15	60	-3
CCCNC(=O)c1oc2ccc3c(c2c1C)C(=O)CC(C)(C)O3	0	-11	-161	-4	52	-1	1	59*	-89	1
C=CCn1c(SC(C)C(=O)NC2CC2)nnc1-c1ccoc1C (stereo unspecified)	-3	.	.	.	-2	2	3	-22	-4	7
O=C(N/N=C/c1c[nH]c2ccc(Br)cc12)c1ccn(Cc2ccc(Cl)cc2Cl)n1	0	-7	-11	0	19	1	2	41	35	-54
Cc1ccc(C(=O)COC(=O)c2ccco2)cc1C	6	6	-30	2	16	0	0	7	-22	18
O=C1CCCN1C(=O)COc1ccc([N+](=O)[O-])cc1	-2	.	.	.	-3	0	-4	-3	-9	7
CCN(c1ccccc1)S(=O)(=O)c1ccc2c(c1)CCCN2C(C)=O	-4	0	-20	-2	-4	0	1	-1	7	7
O=C(NC12CC3CC(CC(C3)C1)C2)C12CC3CC(C1)CC(n1cnc(Cl)n1)(C3)C2	-3	2	-23	1	-3	2	0	-25	3	8
O=C(O)C1=C[C@H](c2ccccc2)C[C@H](OCc2ccc(CO)cc2)O1	9	0	-9	7	5	-5	-1	12	-25	8

The list continues.
SMILES	DYRK1A inh	IEC-6 tox	KLF5 inh	HSP90 refold inh	HSF1 inh	GSK3A inh	GSK3B inh	HSF1 activator	aSyn 5UTR inh	Platelet DG rel
COc1ccc(NC(=O)C23CC4CC(C2)CC(c2ccccc2)(C4)C3)c(OC)c1	-3	-11	-21	-1	-2	5	2	-3	28	2
Cc1ccc(C2(c3noc(CN4CCC(C(=O)N5CCOCC5)CC4)n3)CCCC2)cc1	-6	2	-36	6	-3	-1	1	-2	-12	0
O=C(O)/C=C\C(=O)Nc1cc(O)ccc1[N+](=O)[O-]	0	-1	3	3	-2	-4	0	-3	2	4
Cc1ccc(-n2ncc3c2CC(C)(C)CC3NC(=O)CCN2CCCO2)cc1 (stereo unspecified)	.	5	3	-2	6	-1	5	-10	-6	2
O=S(=O)(N1CCCCCC1)N1CCNCC1	8	5	-12	-3	4	0	0	-5	4	-1
CCOc1ccccc1N(C)C(=O)Cn1ncc2c([nH]c3ccc(C)cc32)c1=O	2	8	2	4	5	3	-4	16	5	0
CCc1noc(C)c1C(=O)NCCc1ccc(F)cc1	2	.	.	.	-2	-2	2	6	9	-2
OC(CNCCC1C=Nc2ccccc21)Cn1c2ccc(Cl)cc2c2cc(Cl)ccc21 (stereo unspecified)	-2	-4	-9	-1	-1	1	-1	9	-3	0
CCOC(=O)CSc1cc(-c2ccccc2)nc2ncnn12	.	-6	-17	-3	47	-2	0	75*	-15	-9
O=C(CSc1nnnn1-c1cccnc1)Nc1ccccc1F	-2	-7	-23	-5	-8	0	0	-7	-19	2
O=C(CSc1nc(-c2ccccc2)cc(=O)[nH]1)Nc1ccccn1	-3	4	-2	3	2	0	-1	9	-8	3
COc1ccc(CNC(=O)CN(Cc2ccccc2F)C(=O)c2csnn2)cc1	3	0	-15	-1	11	0	0	44	-8	-7
Cc1ccc(S(=O)(=O)N(C)C)cc1NC(=S)NC1CCCC(C)C1C (stereo unspecified)	-3	0	-25	-2	-3	-4	1	-12	0	-1
Cc1ccc(NC(=S)NCc2ccc3c(c2)OCO3)c(C)c1	-1	8	-7	4	2	0	5	10	-30	4
Cc1cccc(N2CCN(C(=O)c3ccccn3)CC2C)c1 (stereo unspecified)	-6	6	-23	5	-6	-1	3	2	2	4
CCOc1ccc(NC(=O)CCNS(=O)(=O)c2ccc3c(c2)c(=O)n(C)c(=O)n3C)cc1	3	-2	-25	-1	1	1	0	8	0	4
O=C(O)c1ccc(CN2C(=O)c3ccc(C(=O)O)cc3C2=O)cc1	-4	4	-32	-2	-3	-2	1	12	-8	0
CN1C(=O)C(=O)/C(=C(/O)c2ccccc2)C1c1ccc(Br)cc1 (stereo unspecified)	-3	-3	-31	-3	-9	-4	0	-7	8	-2
O=C(NCCSCc1ccccc1)c1ccc(Cl)c(S(=O)(=O)N2CCOCC2)c1	-4	4	-25	1	0	0	0	3	9	-2
CCOC(=O)CSc1nc(N)c(C#N)cc1C#N	6	0	-24	-3	-6	-3	2	4	-27	-2

Just KLF5 inh and HSF1 inh, for 2 of the compounds above:
mol	KLF5 inh	HSF1 inh
CCOC(=O)CSc1nc(N)c(C#N)cc1C#N	-24	-6
O=C1CCCN1C(=O)COc1ccc([N+](=O)[O-])cc1	.	-3

With a hit mark in HSP90 refold inh (from the list above):
canonical_smiles | DYRK1A inh | KLF5 inh | HSP90 refold inh | HSF1 inh | GSK3A inh | GSK3B inh | HSF1 activator | aSyn 5UTR inh | Platelet DG rel
CCC1CCCCN1C(=O)CCCOc1ccccc1 (stereo unspecified) | -2 | -13 | 37* | -27 | -2 | -1 | -39 | -113 | -3
